Bioassay records from PubChem BioAssay.
IDE cell inh = cellular human IDE inhibition | P14735 | HEK cells, FAbetaB cleavage, fluorescence polarization | inhibition, % at 5.59 µM | actives 0.41% (n = 320,000) | AID 434962;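 active = percent inhibition above the average of all tested compounds plus 3 SD, set per screening campaign, cut at about 16% in these data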;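 note: IDE supplied by intact live HEK cells; FP after avidin binding of uncleaved biotin substrate so inhibition keeps polarization high; 0% = DMSO wells and 100% = 60 µM reference IDE inhibitor Ii1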
Target sequence (P14735 whole entry, looked up): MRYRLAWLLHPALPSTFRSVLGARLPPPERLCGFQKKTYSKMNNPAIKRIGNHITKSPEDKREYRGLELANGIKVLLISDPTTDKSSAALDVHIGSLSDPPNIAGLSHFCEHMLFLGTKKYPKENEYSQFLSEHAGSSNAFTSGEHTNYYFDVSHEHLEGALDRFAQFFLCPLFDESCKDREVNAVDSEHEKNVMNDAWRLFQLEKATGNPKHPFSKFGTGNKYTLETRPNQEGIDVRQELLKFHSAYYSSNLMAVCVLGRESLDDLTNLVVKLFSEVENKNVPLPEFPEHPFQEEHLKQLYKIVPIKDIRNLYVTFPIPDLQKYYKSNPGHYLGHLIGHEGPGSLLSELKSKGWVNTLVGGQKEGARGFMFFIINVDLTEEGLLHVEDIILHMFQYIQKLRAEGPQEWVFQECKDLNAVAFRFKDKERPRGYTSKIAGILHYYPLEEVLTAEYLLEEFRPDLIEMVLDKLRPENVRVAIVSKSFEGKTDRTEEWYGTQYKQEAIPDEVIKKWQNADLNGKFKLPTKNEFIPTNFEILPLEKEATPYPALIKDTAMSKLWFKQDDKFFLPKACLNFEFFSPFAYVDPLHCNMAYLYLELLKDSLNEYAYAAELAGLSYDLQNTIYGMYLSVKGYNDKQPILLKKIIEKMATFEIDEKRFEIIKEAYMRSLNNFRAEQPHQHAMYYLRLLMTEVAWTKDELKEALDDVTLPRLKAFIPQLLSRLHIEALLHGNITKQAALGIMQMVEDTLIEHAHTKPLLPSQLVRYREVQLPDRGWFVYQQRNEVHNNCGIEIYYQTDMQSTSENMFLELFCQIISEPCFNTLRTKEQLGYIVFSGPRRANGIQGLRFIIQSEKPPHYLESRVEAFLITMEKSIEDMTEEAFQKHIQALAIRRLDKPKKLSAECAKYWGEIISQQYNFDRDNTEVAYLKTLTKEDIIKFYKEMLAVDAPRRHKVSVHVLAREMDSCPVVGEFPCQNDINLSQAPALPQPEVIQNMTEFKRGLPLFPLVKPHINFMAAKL
IDE cell activ = IDE (human) activation, cell-based; AID 493087; activation, % at 5.96 µM; HEK cells, FAbeta-B cleavage, fluorescence polarization; 0% vehicle, 100% cell-free pure enzyme wells; actives 0.073% (n = 340,000);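 active = activation above the mean of all tested compounds plus 3 SD, set per screening campaign, cut at about 17% in these data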
An asterisk follows results filed as active.

SMILES	IDE cell inh	IDE cell activ
CCOc1ccc(OCCC(=O)N(CC(=O)Nc2ccccc2C(F)(F)F)Cc2ccco2)cc1	-3	3
O=C(COc1ccc(Cl)cc1Cl)OCC(=O)c1ccc[nH]1	-4	0
O=S(=O)(c1ccc(Cl)s1)N1CCNCC1	1	3
O=C1CSC(c2ccc(Cl)c(Cl)c2)N1c1nccs1 (stereo unspecified)	8	4
NS(=O)(=O)c1ccc(CCNC(=O)c2ccc3nccnc3c2)cc1	4	7
O=c1[nH]nc(-c2ccccc2)cc1-c1ccccc1	3	-1
CC1CCCCN1C(=O)COC(=O)c1ccc(N2CCCC2=O)cc1 (stereo unspecified)	-1	5
COC(=O)C1=C(C(=O)OC)[C@@H]2N(C)c3ccccc3[C@@]23C[C@@H](C(=O)OC)N(C(=O)c2ccco2)C3=N1	2	4
CC(C)Cn1c(SCC(=O)Nc2cccnc2Cl)nnc1-c1ccco1	-1	-1
Cc1ccc(S(=O)(=O)N(C)C[C@@H]2Oc3ccc(NC(=O)Nc4cccc5ccccc45)cc3C(=O)N([C@H](C)CO)C[C@H]2C)cc1	6	-2
COc1ccc2c(c1)OC[C@H]1[C@H]2N2C(=O)c3ccc(C)cc3NC(=O)[C@@]2(C)[C@H]1c1ccccc1	0	-1
COc1ccc(N2CCN(C(=O)COC(=O)CCc3ccccc3OC)CC2)cc1	1	-4
CCN(C(=O)COC(=O)Cc1cccc2ccccc12)C1CCS(=O)(=O)C1 (stereo unspecified)	5	-1
COc1ccccc1N1CCN(C(=O)C2CCN(S(=O)(=O)c3ccccc3F)CC2)CC1	-3	6
O=C(COC(=O)/C=C/c1cccc(Cl)c1)NCc1cccs1	1	7

Among those listed so far, two have an NH in an aromatic ring.
SMILES	IDE cell inh	IDE cell activ
O=C(COc1ccc(Cl)cc1Cl)OCC(=O)c1ccc[nH]1	-4	0
O=c1[nH]nc(-c2ccccc2)cc1-c1ccccc1	3	-1

Continued.
SMILES	IDE cell inh	IDE cell activ
CSCCC(NC(=O)c1ccccc1Cl)C(=O)NNC(=O)c1ccncc1 (stereo unspecified)	-3	6
CC(=O)c1ccc(NC(=O)CN2CCN(S(=O)(=O)c3ccc4ccccc4c3)CC2)cc1	2	1
C[C@H](NC(=O)c1[nH]cnc1C(=O)Nc1cccc(Cl)c1)c1ccccc1	1	-1
CN(C(=O)CN(CCO)CC(=O)N(C)C(C)(C)Cc1ccccc1)C(C)(C)Cc1ccccc1	-2	2
Cn1cccc1C(=O)Nc1ccc(N2CCOCC2)cc1	-3	4
CC(OC(=O)c1cccc(-n2cnnn2)c1)C(=O)Nc1cccc(Cl)c1 (stereo unspecified)	-3	-4
COCc1c(C(=O)OCC(=O)Nc2ccc(OC(F)F)cc2)oc2ccccc12	1	0
Cc1cccc(NC(=O)C(=O)NCC2CCCN2S(=O)(=O)c2ccccc2)c1 (stereo unspecified)	-9	2
COc1ccc(-c2cccc(NS(=O)(=O)c3ccc([N+](=O)[O-])cc3)c2)nn1	-2	1
CCOc1ccc(S(=O)(=O)N2CCC(C(=O)OCc3cccc(OC)c3OC)CC2)cc1	0	-1
CCN1CCN(c2ccc(S(=O)(=O)N3CCCCC3)cc2NC(=O)c2ccc([N+](=O)[O-])o2)CC1	-4	2
COc1ccc(CNC(=O)c2csc3c2CCCC3)cc1	-1	-6
CCN(C[C@H]1N[C@@](Cc2ccccc2)(C(=O)OC)[C@H]2C(=O)N(C)C(=O)[C@@H]12)C(=O)Nc1ccccc1	1	2
C=CCn1c(SCC(=O)N2CCCC2=O)nc2sc(CC)cc2c1=O	3	-4
CC(C)(C)c1ccc(C(=O)OCC(=O)N2CCC(c3ccccc3)=N2)cc1	-3	2
CCc1noc(C)c1C(=O)Nc1ccc(C#N)cc1	-9	4
COC(=O)c1c(NC(=O)CN2C(=O)NC3(CCC(C)CC3)C2=O)sc2c1CCC2 (stereo unspecified)	-2	4
CC1(C)CC(=O)C=C(c2cc3ccccc3s2)C1	7	-1
O=S(=O)(Nc1ncnc2sccc12)c1cccc(F)c1	-3	1
COc1ccc(OC)c(NC(=O)CSc2nc(O)cc(=O)n2CC(C)C)c1	2	-1
COc1ccc(C(=O)N[C@H](C(=O)NC2CCCCC2)C(C)C)cc1	-3	0
Cc1ccc(S(=O)(=O)n2cccc2CO)cc1	0	-4
CCC(=O)NC(c1cc(Cl)c2cccnc2c1O)C1CC1 (stereo unspecified)	-11	0
COc1ccc(C(=O)c2c(-c3ccc(OC)cc3)oc3ccc(-c4cc(OC)c(OC)c(OC)c4)cc23)cc1	-2	1
COc1ccc(-c2oc(=O)c3cc(OC)c(OC)cc3c2-c2ccc3c(c2)OCO3)cc1	4	-1
COc1cccc(Nc2ccc(N3CCCCC3)cc2)c1OC	6	-3
Cc1ccc(NC(=O)COC(=O)C2COc3ccccc3O2)cc1 (stereo unspecified)	-5	-3
O=C([C@@H]1CC=C[C@@H]2CCN(C3CCCCC3)C(=O)[C@@H]21)N1CCN(c2ccccc2)CC1	2	-1
CC(C)(C)c1ccc(-c2ccc3c(c2)S(=O)(=O)c2ccccc2C3=O)cc1	4	4
Cc1cccc(S(=O)(=O)Nc2cc(Cl)ccc2N2CCOCC2)c1	3	2
CN(CC(=O)Nc1ccc(F)cc1)C(=O)C1CCN(S(=O)(=O)c2ccc3c(c2)OCCO3)CC1	1	2
COc1ccc(NS(=O)(=O)c2cccc(C(=O)NNC(=O)c3cc(S(N)(=O)=O)ccc3OC)c2)cc1	3	2
Cc1ccccc1-c1nnc(SCC(=O)NC2CCS(=O)(=O)C2)n1C (stereo unspecified)	-3	1
COc1cc2[nH]c3c(c2cc1OC)CCN1CCCC[C@@H]31	0	5
COc1ccccc1CN1C(=O)[C@@H]2Cc3c([nH]c4ccccc34)C(C)(C)N2C1=O	-4	-3
Cc1cccc(C)c1NC(=O)CNC(=O)CCNC(=O)c1ccco1	-3	5
COc1ccc(NS(=O)(=O)c2cc(NC(=O)c3ccc(Cl)cc3)ccc2N2CCOCC2)cc1	5	0
COc1ccc(CCC(=O)Nc2ccc(OC)c(S(=O)(=O)N3CCCCC3)c2)cc1OC	-4	-3
Nc1nc(SCCO)[nH]c(=O)c1NC(=O)c1ccco1	-1	4
COC1(OC)C=CC(=O)C=C1NC(=O)c1ccccc1OC(C)=O	0	-2
COc1cccc(/C=C/C(=O)OCC(=O)NCC2CCCCC2)c1OC	8	1
COc1ccc(N2CCN(CC(=O)NC(=O)NCc3ccccc3)CC2)cc1	4	-1
CCCCNc1c(-c2cccc(-c3cc(C(C)=O)cs3)c2)nc2ccc(C)cn12	4	4
O=C(Nc1nnc(-c2ccccc2)o1)c1cccc(S(=O)(=O)N2CCOCC2)c1	4	3
COc1cc(C2(c3ccc(O)c(OC)c3)C(=O)Nc3c(C)cc(Br)cc32)ccc1O	-1	5
N#Cc1ccccc1	-1	2
O=C1CCc2cc(S(=O)(=O)NCc3ccc(Cl)cc3)cc3c2N1CC3	0	4
O=C(NCc1ccccc1)C1=C[C@@H](c2ccc3c(c2)OCO3)C[C@@H](OCc2ccc(CO)cc2)O1	-4	5
Fc1ccc2cc(CCO[C@H]3CCCCO3)ncc2c1	1	-4
COc1ccc(S(=O)(=O)NCCC(=O)N2CCCN(C)CC2)cc1	-3	7
COc1cc(OC)cc(-c2c(C#Cc3ccsc3)c3cc(-c4ccc(C(N)=O)cc4)ccc3n2C)c1	-4	7
Cc1nc2ccccc2c(=O)n1-c1ccc(F)c(NC(=O)c2cccs2)c1	-7	2
CCCCN(C(=O)CSc1n[nH]c(-c2ccc(C)cc2)n1)c1c(N)n(CCCC)c(=O)[nH]c1=O	9	1
COc1ccc(C(=O)NC(=S)NNC(=O)c2ccc(C)cc2)cc1	4	8
CCCCC(=O)Nc1ccc(C)c(S(=O)(=O)N2CCCCCC2)c1	3	3
O=C(CN1CCN(C(C(=O)Nc2ccc(F)cc2)c2ccccc2)CC1)NC1CC1 (stereo unspecified)	-5	5
O=C(OCC(=O)c1ccc[nH]1)c1ccc([N+](=O)[O-])cc1	-1	8
NC(=O)c1nc[nH]c1C(=O)Nc1cccc(C(F)(F)F)c1	2	-5
CCC(C)N(C(=O)COC(=O)CN=C1NS(=O)(=O)c2ccccc21)C1CCS(=O)(=O)C1 (stereo unspecified)	4	3
COc1cc(C(=O)NNC(=O)C2CCC2)cc(OC)c1OC	4	2
Additional records follow.
SMILES	IDE cell inh	IDE cell activ
Cn1c(SCC(=O)Nc2sccc2C#N)nnc1C1CC1	6	0
COc1cccc(NC(=O)CN(C)C(=O)c2cccc(S(=O)(=O)Nc3ccc(C)cc3)c2)c1	2	3
CSCCC1NC(=O)N(CC(=O)Nc2ccc3c(c2)OCCO3)C1=O (stereo unspecified)	-2	6
CC(=O)c1ccc(S(=O)(=O)NC2CC(=O)N(c3cccc(F)c3)C2)cc1 (stereo unspecified)	5	-5
Cc1cc(C)n(CC(=O)NNC(=O)c2ccc(NC(=O)CC#N)cc2)n1	1	-6
COc1ccc(C(=O)Nc2cc3c4c(c2)C(C)C(=O)N4CCC3)c(OC)c1 (stereo unspecified)	-4	1
CC(Sc1cccc[n+]1[O-])C(=O)NC1CCCCC1C (stereo unspecified)	-2	2
O=C(NCc1ccccc1CN1CCCC1)c1ccc(Cl)c(N2CCCC2=O)c1	-4	2
CN1C(=O)N(CC(=O)Nc2nccs2)C(=O)C12CCCCC2	1	1
O=C(NCCS(=O)(=O)NCc1ccccc1)c1ccc2c(c1)OCO2	-1	4
COc1cccc(-c2sc3ccccc3c2-c2ccc(OCCN3CCCCC3)cc2)c1	-3	7
CCN(CC)c1ccc2c(C)cc(=O)oc2c1	4	7
Cc1ccc(N2CC(NC(=O)C3CC3)CC2=O)cc1 (stereo unspecified)	1	5
Cc1nc2ccccc2c(=O)n1-c1ccc(NS(=O)(=O)c2ccccc2)cc1	6	4
Cc1onc(-c2ccccc2)c1C(=O)OCC(=O)N(CC(C)C)c1c(N)n(Cc2ccccc2)c(=O)[nH]c1=O	4	1
N#Cc1ccc(C(=O)OCCCc2cc3ccccc3c(=O)o2)cc1	1	3
Cc1ccc(C(=O)OCC(=O)N2C(C)CCCC2C)cc1S(=O)(=O)N1CCOCC1 (stereo unspecified)	-4	1
COc1ccccc1NS(=O)(=O)c1cc(NC(=O)c2ccc(Cl)nc2)ccc1N1CCCC1	5	-9
CN(Cc1ccc(Cl)cc1Cl)C(=O)c1cccc(S(=O)(=O)N2CCN(c3ccccc3)CC2)c1	0	5
CC(C)(C)NC(=O)[C@]1(C)CCC[C@@]2(C)C3CC[C@@]4(C)C[C@]3(CCC21)CC4=O (stereo partly specified)	1	4
COc1cccc(NC(=O)C2CC2)c1	1	2
CN(C(=O)CSc1nnc(Cc2ccccc2F)n1N)C1CCCCC1	-3	3
CC1(c2cccc(Br)c2)NC(=O)N(CC(=O)Nc2ccc3c(c2)OCCO3)C1=O (stereo unspecified)	-2	0
CCC1Nc2ncnc(N3CCCCC3)c2N(Cc2ccc(Cl)cc2)C1=O (stereo unspecified)	-5	-2
CC1CCc2sc(C(=O)NCC(c3ccco3)N3CCCCC3)cc2C1 (stereo unspecified)	4	5
CC(=O)NS(=O)(=O)c1ccc(NC(=O)c2ccc(NC(=O)c3cccs3)cc2)cc1	0	3
Cc1ccc(NC(=O)C(C)OC(=O)CCC2CCCCC2)cc1 (stereo unspecified)	-12	-1
C[C@@H]1CN([C@H](C)CO)C(=O)c2cccc(NS(=O)(=O)c3cccs3)c2O[C@H]1CN(C)Cc1ccccc1	5	-1
CCCCn1c(N)c(N(CC)C(=O)CSc2nnc(-c3ccco3)n2CC)c(=O)[nH]c1=O	9	1
O=C(CNCc1ccccc1Cl)Nc1cc(S(=O)(=O)N2CCOCC2)ccc1Cl	5	8
COC(=O)[C@]1(C)N[C@H](CN(C)C(C)=O)[C@@H]2C(=O)N(C)C(=O)[C@@H]21	-4	5
Cc1cc(Cl)ccc1NC(=O)CCN1C(=O)C2CCCCC2C1=O (stereo unspecified)	-2	3
CCOc1ccccc1N1CCN(C(=O)CCNS(=O)(=O)c2ccccc2F)CC1	0	-1

By substructure: the compounds so far containing fluorine (12)
SMILES	IDE cell inh	IDE cell activ
CCOc1ccc(OCCC(=O)N(CC(=O)Nc2ccccc2C(F)(F)F)Cc2ccco2)cc1	-3	3
COc1ccccc1N1CCN(C(=O)C2CCN(S(=O)(=O)c3ccccc3F)CC2)CC1	-3	6
COCc1c(C(=O)OCC(=O)Nc2ccc(OC(F)F)cc2)oc2ccccc12	1	0
O=S(=O)(Nc1ncnc2sccc12)c1cccc(F)c1	-3	1
CN(CC(=O)Nc1ccc(F)cc1)C(=O)C1CCN(S(=O)(=O)c2ccc3c(c2)OCCO3)CC1	1	2
Fc1ccc2cc(CCO[C@H]3CCCCO3)ncc2c1	1	-4
Cc1nc2ccccc2c(=O)n1-c1ccc(F)c(NC(=O)c2cccs2)c1	-7	2
O=C(CN1CCN(C(C(=O)Nc2ccc(F)cc2)c2ccccc2)CC1)NC1CC1 (stereo unspecified)	-5	5
NC(=O)c1nc[nH]c1C(=O)Nc1cccc(C(F)(F)F)c1	2	-5
CC(=O)c1ccc(S(=O)(=O)NC2CC(=O)N(c3cccc(F)c3)C2)cc1 (stereo unspecified)	5	-5
CN(C(=O)CSc1nnc(Cc2ccccc2F)n1N)C1CCCCC1	-3	3
CCOc1ccccc1N1CCN(C(=O)CCNS(=O)(=O)c2ccccc2F)CC1	0	-1

Only part of the results is shown; rates above refer to the full screens.
